All columns: NCI-60 one-dose screen, growth in % after 48 h at 10 µM unless noted; 100 = growth as untreated, 0 = no growth, -100 = all killed.
LOX IMVI: LOX IMVI melanoma | 79,000 tested, 7.4% active
BT-549: BT-549 breast cancer; 78,000 tested, 4.4% active; AID 1794793
T-47D: T-47D breast cancer; 79,000 tested, 5% active; AID 1794792
MCF7: MCF7 breast cancer; 82,000 tested, 6.3% active; AID 1794796
SK-MEL-2: SK-MEL-2 melanoma. 77,000 tested, 4.7% active. AID 1794763
HS 578T: HS 578T breast cancer; 78,000 tested, 4.1% active; AID 1794788
MALME-3M: MALME-3M melanoma. 78,000 tested, 5.8% active. AID 1794766
MDA-MB-231: MDA-MB-231 breast cancer; 81,000 tested, 5% active
Numbers without * were called inactive; [ ] = remark or other dose. How the source made its calls: active means growth percent below 10; inactive means the rest.

`CCO/C=N/C1=C(C#N)C(c2ccc(Cl)cc2)c2sc3c(C)cccc3c2O1` (stereo unspecified) gave LOX IMVI 22, BT-549 39, T-47D 34, MCF7 15, SK-MEL-2 43, HS 578T 19 and MDA-MB-231 24.
NC(CCl)=NCCCC[C@H](N)C(=O)O was read as LOX IMVI 95, BT-549 101, T-47D 107, MCF7 86, SK-MEL-2 98, HS 578T 106 and MDA-MB-231 119.
`Cc1nc2cnc(N)c(C#Cc3cncc(C(=O)Nc4ccccn4)c3)c2nc1C` gave LOX IMVI 92, BT-549 110, T-47D 113, MCF7 71, SK-MEL-2 95, HS 578T 95, MALME-3M 102 and MDA-MB-231 82.
For COc1ccc2[nH]c(=O)c(CSc3ccc(Nc4nccc(-c5ccc(C(F)(F)F)cc5)n4)cc3)cc2c1 the results were LOX IMVI 82, BT-549 73, T-47D 83, MCF7 82, SK-MEL-2 112, HS 578T 67, MALME-3M 91 and MDA-MB-231 83.
For C/C=C/[C@@H]1C=C[C@@H]2C[C@H](C)CC[C@H]2[C@]1(C)/C(O)=C1/C(=O)[C@H](CO)N(C)C1=O the results were LOX IMVI 54, BT-549 75, T-47D 75, MCF7 68, SK-MEL-2 79, HS 578T 68, MALME-3M 79 and MDA-MB-231 80.
C#Cc1cccc(NC(=O)Nc2ccccc2NC(=O)CCl)c1 was read as LOX IMVI -94*[8.25 µM], BT-549 -27*[8.25 µM], T-47D 1.5*[8.25 µM], MCF7 1.0*[8.25 µM], SK-MEL-2 -56*[8.25 µM], HS 578T -1.1*[8.25 µM], MALME-3M -19*[8.25 µM] and MDA-MB-231 -72*[8.25 µM].
For c1ccc(-c2cn3ccccc3n2)cc1 the results were BT-549 117, T-47D 105, MCF7 94, SK-MEL-2 107 and HS 578T 117.
For CN1C(=S)N2CN3CCCN(C3)CN3C(=S)NC1C32 (stereo unspecified) the results were LOX IMVI 100, BT-549 125, T-47D 90, MCF7 92, SK-MEL-2 97, HS 578T 104, MALME-3M 118 and MDA-MB-231 114.
`COc1c(C2CC(=O)Nc3c2cnn3Cc2ccco2)cc2c(c1OC)OCO2` (stereo unspecified) gave BT-549 8.7*, T-47D 56, MCF7 13, SK-MEL-2 46, HS 578T 30, MALME-3M 56 and MDA-MB-231 16.
Screening COc1cc2ncnc(Nc3ccc(S(=O)(=O)Nc4nccs4)cc3)c2cc1OCCCN1CCN(c2ccc(F)cc2)CC1 returned LOX IMVI 99, BT-549 104, T-47D 98, MCF7 102, SK-MEL-2 127, HS 578T 98, MALME-3M 100 and MDA-MB-231 95.
`COc1cc(C(=O)N2CCN(C(=O)c3cc(OC)c(OCc4ccccc4)cc3N)CC2)c(N)cc1OCc1ccccc1` gave LOX IMVI 108, BT-549 101, T-47D 114, MCF7 90, SK-MEL-2 102, HS 578T 109, MALME-3M 91 and MDA-MB-231 95.
C(#CSCc1ccccc1)SCc1ccccc1 was read as LOX IMVI 105, BT-549 112, T-47D 96, MCF7 118, HS 578T 108 and MDA-MB-231 111.
Screening COc1cc2c(cc1OC)C(c1ccc(S(N)(=O)=O)cc1)NCC2 (stereo unspecified) returned LOX IMVI 98, BT-549 96, T-47D 97, MCF7 106, SK-MEL-2 103, HS 578T 105, MALME-3M 112 and MDA-MB-231 98.
`O=C(CSc1nc2ccccc2c(=O)n1CCc1ccccc1)Nc1ccccc1` gave LOX IMVI 89, BT-549 97, T-47D 87, MCF7 81, SK-MEL-2 108, HS 578T 106 and MDA-MB-231 65.
COc1cc(Cn2c(SCC(=O)Nc3ccc(Cl)cc3)nc3ccccc3c2=O)cc(OC)c1OC was read as LOX IMVI 56, BT-549 75, T-47D 45, MCF7 77, SK-MEL-2 81, HS 578T 7.7*, MALME-3M 9.5* and MDA-MB-231 49.
`NC(=O)c1ccc(OCc2ccccc2)nc1` gave BT-549 90, T-47D 99, MCF7 101, HS 578T 98 and MDA-MB-231 97.
CCCCCCCN(c1ccc(C(=O)OCC)cc1)S(=O)(=O)c1ccc(C)cc1 was read as LOX IMVI 86, BT-549 108, T-47D 85, MCF7 79, SK-MEL-2 89, HS 578T 96, MALME-3M 93 and MDA-MB-231 108.
For O=C1CC(c2ccc(F)cc2)c2cnn(Cc3ccc4c(c3)OCO4)c2N1 (stereo unspecified) the results were LOX IMVI 99, BT-549 93, T-47D 89, MCF7 97, SK-MEL-2 95, HS 578T 90, MALME-3M 101 and MDA-MB-231 79.
CC(=O)[C@H]1C[C@]23CC[C@]4(C)[C@H](CC[C@@H]5[C@@]6(C)C/C(=C/c7ccc(C(F)(F)F)cc7)C(=O)C(C)(C)[C@@H]6CC[C@]54C)[C@H]2[C@H](C)C1(C)OC3 was read as LOX IMVI 100, BT-549 109, T-47D 93, MCF7 82, SK-MEL-2 100, HS 578T 99, MALME-3M 96 and MDA-MB-231 91.
For COc1cc2c(c(OC)c1OC)C(=O)CC(c1cccc(NC(=O)c3cc(NC(=O)[C@@H](N)Cc4ccccc4)ccc3Cl)c1)O2 (stereo partly specified) the results were BT-549 55, T-47D 51, MCF7 43, SK-MEL-2 72, HS 578T 96, MALME-3M 81 and MDA-MB-231 83.
COc1ccc(NC2=CC(=S)NC(C)(C)C2)cc1 was read as LOX IMVI 94, BT-549 112, T-47D 101, MCF7 99, SK-MEL-2 106, HS 578T 105 and MDA-MB-231 112.
For CCCCCCCCC(=O)C(=O)c1ccc(O)c(C)c1O the results were LOX IMVI 99, BT-549 93, T-47D 67, MCF7 80, HS 578T 104, MALME-3M 112 and MDA-MB-231 98.
For CC1=NC2=NN=C(c3ccccc3)NN2C(c2ccccc2)=C1 the results were LOX IMVI 98, BT-549 114, T-47D 96, MCF7 85, SK-MEL-2 107, HS 578T 118, MALME-3M 48 and MDA-MB-231 98.
For Nc1nc(=O)c2cccnc2c(=O)[nH]1 the results were LOX IMVI 94, BT-549 104, T-47D 88, MCF7 98, SK-MEL-2 111, HS 578T 111, MALME-3M 100 and MDA-MB-231 103.
For CN(C)CCNC(=O)Oc1cccc2ccccc12 the results were LOX IMVI 90, BT-549 98, T-47D 98, MCF7 95, SK-MEL-2 105, HS 578T 87, MALME-3M 104 and MDA-MB-231 68.
Cc1nc(N)nc(N[C@@H](C)c2nc3cccc(NCc4ccc(C(=O)NO)cc4)c3c(=O)n2-c2ccccc2)n1 was read as LOX IMVI 73, BT-549 99, T-47D 22, MCF7 75, SK-MEL-2 75, HS 578T 72, MALME-3M 38 and MDA-MB-231 81.
O=C(Nc1ccccc1)OCCc1ccccn1 was read as LOX IMVI 99, BT-549 105, T-47D 102, MCF7 104, SK-MEL-2 99, HS 578T 113, MALME-3M 126 and MDA-MB-231 98.
`O=[N+]([O-])c1cccc(-c2nc3sccn3c2-c2ccnc(NCCCNS(=O)(=O)c3ccc(C(F)(F)F)cc3)n2)c1` gave LOX IMVI 18, BT-549 30, T-47D -1.6*, MCF7 15, SK-MEL-2 25, HS 578T 63, MALME-3M 30 and MDA-MB-231 57.
For CC(C)(C)c1ccc(OCCOC=O)cc1 the results were LOX IMVI 104, BT-549 104, T-47D 98, MCF7 105, SK-MEL-2 110, HS 578T 99, MALME-3M 108 and MDA-MB-231 102.
`CCOC(=O)NC(C(=O)N(C(=O)NC1CCCCC1)C1CCCCC1)C(C)C` (stereo unspecified) gave LOX IMVI 94, BT-549 93, T-47D 98, MCF7 100, SK-MEL-2 107, HS 578T 88, MALME-3M 110 and MDA-MB-231 92.

Sorted by count of non-hydrogen atoms (ascending): part of the list above
For Nc1nc(=O)c2cccnc2c(=O)[nH]1 the results were LOX IMVI 94, BT-549 104, T-47D 88, MCF7 98, SK-MEL-2 111, HS 578T 111, MALME-3M 100 and MDA-MB-231 103.
`NC(=O)c1ccc(OCc2ccccc2)nc1` gave BT-549 90, T-47D 99, MCF7 101, HS 578T 98 and MDA-MB-231 97.
COc1ccc(NC2=CC(=S)NC(C)(C)C2)cc1 was read as LOX IMVI 94, BT-549 112, T-47D 101, MCF7 99, SK-MEL-2 106, HS 578T 105 and MDA-MB-231 112.
For CN(C)CCNC(=O)Oc1cccc2ccccc12 the results were LOX IMVI 90, BT-549 98, T-47D 98, MCF7 95, SK-MEL-2 105, HS 578T 87, MALME-3M 104 and MDA-MB-231 68.
For CCCCCCCCC(=O)C(=O)c1ccc(O)c(C)c1O the results were LOX IMVI 99, BT-549 93, T-47D 67, MCF7 80, HS 578T 104, MALME-3M 112 and MDA-MB-231 98.
For CC1=NC2=NN=C(c3ccccc3)NN2C(c2ccccc2)=C1 the results were LOX IMVI 98, BT-549 114, T-47D 96, MCF7 85, SK-MEL-2 107, HS 578T 118, MALME-3M 48 and MDA-MB-231 98.
For O=C1CC(c2ccc(F)cc2)c2cnn(Cc3ccc4c(c3)OCO4)c2N1 (stereo unspecified) the results were LOX IMVI 99, BT-549 93, T-47D 89, MCF7 97, SK-MEL-2 95, HS 578T 90, MALME-3M 101 and MDA-MB-231 79.
CCCCCCCN(c1ccc(C(=O)OCC)cc1)S(=O)(=O)c1ccc(C)cc1 was read as LOX IMVI 86, BT-549 108, T-47D 85, MCF7 79, SK-MEL-2 89, HS 578T 96, MALME-3M 93 and MDA-MB-231 108.
Cc1nc(N)nc(N[C@@H](C)c2nc3cccc(NCc4ccc(C(=O)NO)cc4)c3c(=O)n2-c2ccccc2)n1 was read as LOX IMVI 73, BT-549 99, T-47D 22, MCF7 75, SK-MEL-2 75, HS 578T 72, MALME-3M 38 and MDA-MB-231 81.
`O=[N+]([O-])c1cccc(-c2nc3sccn3c2-c2ccnc(NCCCNS(=O)(=O)c3ccc(C(F)(F)F)cc3)n2)c1` gave LOX IMVI 18, BT-549 30, T-47D -1.6*, MCF7 15, SK-MEL-2 25, HS 578T 63, MALME-3M 30 and MDA-MB-231 57.
For COc1cc2c(c(OC)c1OC)C(=O)CC(c1cccc(NC(=O)c3cc(NC(=O)[C@@H](N)Cc4ccccc4)ccc3Cl)c1)O2 (stereo partly specified) the results were BT-549 55, T-47D 51, MCF7 43, SK-MEL-2 72, HS 578T 96, MALME-3M 81 and MDA-MB-231 83.

The list continues.
Screening CC(=O)N1N=C(c2ccc3c(c2)OCO3)CC1c1ccc(F)cc1 (stereo unspecified) returned LOX IMVI 89, BT-549 84, T-47D 78, MCF7 84, SK-MEL-2 98, HS 578T 90 and MDA-MB-231 73.
For CC(OC(=O)c1ccccc1C(=O)O)c1ccccc1 (stereo unspecified) the results were LOX IMVI 92, T-47D 96, MCF7 104, HS 578T 125, MALME-3M 95 and MDA-MB-231 91.
CCOc1ccc(-c2nnc(-c3ccc(OCC)cc3)n2-c2cc(OC)c(OC)c(OC)c2)cc1 was read as LOX IMVI 98, BT-549 99, T-47D 90, MCF7 91, SK-MEL-2 88, HS 578T 102 and MDA-MB-231 86.
`COc1cc2ncnc(Nc3ccc(O[C@H]4CO[C@H]5[C@@H]4OC[C@@H]5OC(=O)c4ccccc4)c(Cl)c3)c2cc1OC` gave LOX IMVI 84, BT-549 102, T-47D 58, MCF7 81, SK-MEL-2 106, HS 578T 87, MALME-3M 94 and MDA-MB-231 82.
`O=C(CN1CCCCC1)N1c2cccc3cccc(c23)N(C(=O)CN2CCCCC2)C1c1cn(-c2ccccc2)nc1-c1cccc([N+](=O)[O-])c1` gave LOX IMVI 86, BT-549 101, T-47D 85, MCF7 63, SK-MEL-2 100, HS 578T 67, MALME-3M 80 and MDA-MB-231 44.
Screening COc1cc(OC)c(/C=C/c2c3ccccc3cc[n+]2C)c(OC)c1 returned LOX IMVI -39*, BT-549 18, T-47D 13, MCF7 13, SK-MEL-2 20, HS 578T 46, MALME-3M 33 and MDA-MB-231 42.
`N=C(N)SCc1csc(N)n1` gave LOX IMVI 98, T-47D 103, MCF7 101, SK-MEL-2 109, MALME-3M 98 and MDA-MB-231 108.
For O=S(=O)(NCCCNc1nccc(-c2[nH]c(-c3ccccc3)nc2-c2ccc(Cl)c(O)c2)n1)c1ccc(Cl)cc1 the results were LOX IMVI 89, BT-549 103, T-47D 87, MCF7 87, SK-MEL-2 82, HS 578T 106, MALME-3M 45 and MDA-MB-231 84.
Screening N#Cc1c(N)cc(N)n(-c2nc3ccccc3nc2Cl)c1=O returned LOX IMVI 101, BT-549 122, T-47D 115, MCF7 95, SK-MEL-2 108, HS 578T 106, MALME-3M 103 and MDA-MB-231 107.
Screening OCC1(CO)COC2(CCCCC2)N1 returned LOX IMVI 99, BT-549 96, T-47D 92, MCF7 108, HS 578T 117, MALME-3M 93 and MDA-MB-231 101.
`COC1CC(OC(=O)c2ccc(C)cc2)C(COC(=O)c2ccc(C)cc2)O1` (stereo unspecified) gave LOX IMVI 103, BT-549 114, T-47D 81, MCF7 98, SK-MEL-2 118, HS 578T 111, MALME-3M 124 and MDA-MB-231 94.
For CCC(C)(C)c1ccc(O)c(CNCCO)c1 the results were LOX IMVI 102, BT-549 108, T-47D 98, MCF7 93, SK-MEL-2 110, HS 578T 82, MALME-3M 109 and MDA-MB-231 114.
Screening COc1ccc(C(=O)c2sc3nc(-c4cc5ccccc5o4)cc(-c4ccc(Cl)cc4)c3c2N)cc1 returned LOX IMVI 101, BT-549 74, T-47D 78, MCF7 79, SK-MEL-2 87, HS 578T 96, MALME-3M 97 and MDA-MB-231 114.
`Cc1ccc(S(=O)(=O)N/N=C/C=C/C=N/NS(=O)(=O)c2ccc(C)cc2)cc1` gave LOX IMVI 88, BT-549 113, T-47D 97, MCF7 96, SK-MEL-2 105, HS 578T 96, MALME-3M 106 and MDA-MB-231 99.
O=Cc1cn[nH]n1 was read as LOX IMVI 106, BT-549 118, T-47D 101, MCF7 100, SK-MEL-2 99, HS 578T 126, MALME-3M 118 and MDA-MB-231 117.
Nc1nc(SCCO)c2[nH]cnc2n1 was read as LOX IMVI 98, BT-549 93, MCF7 101, SK-MEL-2 87, HS 578T 93, MALME-3M 101 and MDA-MB-231 102.

This is a random part of the collection; 11% or so of the library scored in one or more.
